TRPML3 agonist – activates the human TRPML3 channel | hit rate 0.29% among 220,000 | AID 1448 | HEK293 TRPML3-YFP, Fluo-8 calcium fluorescence; 100% = the carbachol control signal | activation, % at 3 µM | Q8TDD5;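 active = activation above its plate's cutoff, the mean activation of the plate's test wells plus 3 SD, cut at about 12% in these data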;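 also: 0% = DMSO only wells and 100% = carbachol wells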
Target sequence (Q8TDD5 whole entry, looked up): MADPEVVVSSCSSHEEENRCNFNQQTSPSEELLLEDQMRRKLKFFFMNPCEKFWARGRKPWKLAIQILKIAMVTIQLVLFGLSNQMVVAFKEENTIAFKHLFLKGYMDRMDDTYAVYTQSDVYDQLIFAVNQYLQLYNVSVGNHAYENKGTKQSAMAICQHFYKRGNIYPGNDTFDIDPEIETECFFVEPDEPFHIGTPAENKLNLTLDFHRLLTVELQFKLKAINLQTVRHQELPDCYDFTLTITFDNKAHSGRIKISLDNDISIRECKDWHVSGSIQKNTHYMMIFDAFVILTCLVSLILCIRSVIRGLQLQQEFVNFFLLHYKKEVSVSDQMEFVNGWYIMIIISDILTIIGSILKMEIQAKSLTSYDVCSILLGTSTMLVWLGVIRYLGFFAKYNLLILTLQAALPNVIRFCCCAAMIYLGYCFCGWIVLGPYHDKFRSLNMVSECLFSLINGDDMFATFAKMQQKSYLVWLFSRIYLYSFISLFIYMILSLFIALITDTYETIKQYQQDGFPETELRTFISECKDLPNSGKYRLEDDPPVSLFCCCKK
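Test system: HEK293 cells stably carrying human TRPML3-YFP; Doses: single dose, 3 µM final nominal compound, 0.3% DMSO final; Schedule: dye loading 1 h 37 °C then 30 min ambient, 125 s read; Technique: Fluo-8 calcium fluorescence; Benchmarks: high control carbachol 87 µM, low control DMSO.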
TRPN1 ag – zebrafish TRPN1 (NompC) channel agonism | AID 1424 | HEK293 zebrafish TRPN1-YFP, Fluo-8 calcium fluorescence; 100% = response to 87 µM carbachol | hit rate 0.18% among 220,000 | activation, % at 3 µM;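 active = activation above its plate's cutoff, the mean activation of test wells on that plate plus 3 SD, cut at about 19% in these data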;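 also: 0% = DMSO alone and 100% = 87 µM carbachol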
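Control set: carbachol 87 µM as high control, DMSO as low control; system: HEK293 stable line with zebrafish TRPN1-YFP; read-out: % activation versus carbachol response; detection: intracellular calcium fluorescence with Fluo-8; doses: single test compound dose, 3 µM nominal, 0.3% DMSO; schedule: dye 1 h 37 °C plus 30 min RT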
S1P4 antag – blocks the human S1P4 receptor; S1P4-expressing cells, antagonist mode, reporter read-out; AID 1510; O95977; inhibition, % at 4.98 µM; hit rate 0.26% among 220,000; in the data active = inhibition above about 29%;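 also: 0% = wells stimulated with agonist and 100% = vehicle wells without agonist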
Target sequence (O95977 whole entry, looked up): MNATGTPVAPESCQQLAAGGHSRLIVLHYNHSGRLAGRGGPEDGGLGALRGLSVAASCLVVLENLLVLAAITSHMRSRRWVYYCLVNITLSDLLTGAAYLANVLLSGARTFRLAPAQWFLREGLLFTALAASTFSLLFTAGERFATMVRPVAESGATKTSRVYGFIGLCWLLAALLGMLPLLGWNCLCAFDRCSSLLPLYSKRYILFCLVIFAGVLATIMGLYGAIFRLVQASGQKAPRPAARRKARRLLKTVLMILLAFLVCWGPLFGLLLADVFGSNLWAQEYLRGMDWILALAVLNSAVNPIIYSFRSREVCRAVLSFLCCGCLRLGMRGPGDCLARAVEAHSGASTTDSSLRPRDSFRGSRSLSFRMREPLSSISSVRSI
S1P4 agonist – human S1P4 receptor agonism; activation, % at 4.98 µM; S1P4-expressing cell line, agonist reporter assay; O95977; hit rate 0.35% among 220,000; in the data active = activation above about 11%;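 also: 0% = DMSO vehicle and 100% = reference agonist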
Calpain2 inh – blocks pig calpain II enzyme activity; purified calpain II, fluorogenic peptide substrate, 30 min; inhibition, % at 16 µM; hit rate 0.37% among 220,000; AID 1236;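 active = inhibition above about 50%, limit read from the data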
PERK inhibitor – blocks human PERK kinase; Q9NZJ5; CHO PERK-DD fusion, SEAP luminescence translation reporter; inhibition, % at 5.6 µM; hit rate 0.17% among 220,000; AID 1416;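 active = inhibition above the mean inhibition of all tested compounds plus 3 SD, set separately per screening campaign, cut at about 2.9% in these data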;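 also: PERK kinase domain activated by AP20187 dimerizer at 100 nM; 0% = DMSO with dimerizer and 100% = rapamycin at 8.4 µM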
Ba/F3 V617F tox – lowers viability of Ba/F3 cells expressing EpoR and JAK2V617F. inhibition, % at 5.6 µM. ATP luminescence. AID 1446. hit rate 1.1% among 220,000;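 active = inhibition above the campaign mean plus 3 SD over all tested compounds, cut at about 24% in these data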;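 also: cytokine-independent growth of Ba/F3 cells driven by EpoR plus mutant JAK2; 0% = DMSO-treated cells and 100% = JAK inhibitor I control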
EP2 mod – modulates human prostaglandin E2 receptor EP2 signaling. P43116. EP2-expressing cells, cAMP HTRF FRET, PGE2 co-stimulation. induction, % at 25 µM. hit rate 0.83% among 260,000. AID 940;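 active = compounds whose cAMP rise, as percent of the full-agonist control response, exceeds 60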;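 also: rat C6 glioma line stably carrying human EP2 under a CMV promoter; the protocol text gives 20 µM as final concentration; 100% = response of wells given 1 µM PGE2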
BaF3 parental – reduces parental Ba/F3 cell viability, JAK2V617F counter-screen; CellTiter-Glo ATP luminescence; inhibition, % at 5.6 µM; hit rate 1.1% among 220,000;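 active = inhibition above a per-campaign cutoff, the mean inhibition of all tested compounds plus 3 SD, cut at about 27% in these data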;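 also: 0% = DMSO wells and 100% = JAK Inhibitor I control wells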
Active calls of the source: *; . = no result given; & = joins results of further samples.

no.	Structure	TRPML3 agonist	TRPN1 ag	S1P4 antag	S1P4 agonist	Calpain2 inh
1	O=C(N/N=C/c1cccs1)c1ccc2c(c1)OCO2	1.6	2.2	-7	1.0	22
2	CCNC(=S)N/N=C(\C)c1ccc2c(c1)OCCO2	0.5	0.5	8	0.8	10
3	CNC(=S)N1CCC(NC(=O)c2ccco2)CC1	-0.3	1.9	6	-0.8	-5
4	COc1ccc(NC(=O)C23CC4CC(C2)CC(n2cnc(Br)n2)(C4)C3)cc1Cl	0.1	-0.3	3	0.8	32
5	CC(Cl)C(=O)NN=C(c1ccccc1)c1ccccc1 (configuration not stated)	0.1	-1.4	10	-0.4	1
6	CCOc1ccc(NS(=O)(=O)c2cc(Cl)ccc2OC)cc1	0.8	-1.0	-12	-0.5	27
7	Cc1cccc(-n2ncc3c(NCc4ccccc4)ncnc32)c1	1.4	-0.5	-5	1.4	-27
8	O=C(C1=C[C@@H](C2CCCCC2)C[C@@H](OCCCCO)O1)N1CCN(Cc2ccc3c(c2)OCO3)CC1	0.8	1.2	10	-0.7	-28

no.	PERK inhibitor	Ba/F3 V617F tox	EP2 mod	BaF3 parental
1	-0.5	5	6	8
2	1.4	2	2	7
3	0.5	2	34	-2
4	0.3	0	-60	1
5	0.3	2	35	4
6	-0.6	0	-14	8
7	0.1	4	-2	15
8	0.7	-4	-27	-1

(continued)
no.	Structure	TRPML3 agonist	TRPN1 ag	S1P4 antag	S1P4 agonist	Calpain2 inh
9	COc1ccc(N2C(=O)CCC(C(C)=O)=C2C)cc1	0.0	0.3	-13	0.2	-3
10	O=C(COc1c(F)c(F)cc(F)c1F)NC(=O)NC1CCCC1	-1.6	-1.7	-2	1.2	-18
11	Cc1cc(NC(=O)CCC(=O)N(Cc2cccs2)C(C(=O)NC2CCCC2)c2ccncc2)no1 (configuration not stated)	-0.3	-1.3	-11	-0.6	14
12	Cc1cccc(C2=N/C(=C/c3cccs3)C(=O)O2)c1	0.0	-0.9	-12	0.6	14
13	CCOc1ccc(-n2c(CCc3ccccc3)n[nH]c2=S)cc1	0.6	0.6	-1	0.4	-3
14	COc1cc2nc(-c3cccs3)oc(=O)c2cc1OC	1.1	0.2	-32	1.9	.
15	O=S(=O)(Nc1ncccn1)c1ccc(NC(=S)Nc2cccc(Cl)c2)cc1	-0.2	1.4	11	0.7	4
16	CC1CCC(NCc2ccco2)CC1 (configuration not stated)	1.5	-0.4	6	-0.6	9

no.	PERK inhibitor	Ba/F3 V617F tox	EP2 mod	BaF3 parental
9	1.5	3	14	2
10	1.2	0	13	1
11	0.4	1	1	9
12	-0.2	4	34	3
13	0.4	-1	11&23	9
14	0.5	-1	.	2
15	1.2	-2	-27	-4
16	-0.8	3	19	4

More records:
no.	Structure	TRPML3 agonist	TRPN1 ag	S1P4 antag	S1P4 agonist	Calpain2 inh
17	Cc1c(O)ccc(NS(=O)(=O)c2ccccc2)c1C	-0.2	-0.9	-6	-0.2	-7
18	O=C(CC1SC(=O)N(c2ccccc2)C1=O)Nc1ccc(Br)cc1 (configuration not stated)	-0.2	2.4	14	1.0	-2
19	COc1cc(/C=N/NC(=O)c2sc3ccccc3c2Cl)ccc1OC(=O)c1ccc([N+](=O)[O-])cc1	0.9	2.6	6	2.1	-39
20	CCC1=NN(C(=O)C(=O)Nc2ccc(OC)cc2)C(O)(C(F)(F)F)C1 (configuration not stated)	0.2	-0.3	-7	1.0	5
21	Cc1cccc(NC(=S)N(CCN(C)C)C(C)c2ccco2)c1 (configuration not stated)	0.3	0.7	-10	0.9	-2
22	CC1CCc2nc(NCCO)nc(C(F)(F)F)c2C1 (configuration not stated)	0.2	-0.6	-24	-1.0	-31
23	Fc1ccc(OCCCCN2CCOCC2)cc1	0.8	0.3	9	-0.2	25
24	Cc1ccc(-c2cc(C(=O)O)c3ccccc3n2)c(C)c1	0.8	1.4	-8	-0.1	-27

no.	PERK inhibitor	Ba/F3 V617F tox	EP2 mod	BaF3 parental
17	-0.1	1	-21	8
18	0.6	-4	-8	-2
19	1.2	-2	12	-17
20	-0.1	2	17	4
21	0.7	0	8	6
22	0.1	6	-8	10
23	1.5	5	-40	11
24	1.7	-2	-3	-2

The results go on:
no.	Structure	TRPML3 agonist	TRPN1 ag	S1P4 antag	S1P4 agonist	Calpain2 inh
25	COc1ccc(S(=O)(=O)CCC(=O)Nc2cccc(OC)c2)cc1	0.2	0.7	5	0.5	1
26	C=CCN1C(=O)[C@]2(c3ccccc31)C1CCCC=C1C(C#N)=C(N)C2(C#N)C#N (some centres not stated)	0.5	-0.5	-10	-0.4	-11
27	COc1ccc(C2c3ccc(O)cc3Oc3ncn(CCN4CCOCC4)c(=N)c32)cc1OC (configuration not stated)	1.1	1.1	4	0.2	19
28	COC(=O)c1c(-c2ccc(Br)cc2)csc1NC(=O)Cc1ccc(OC)c(OC)c1	0.3	0.7	-11	-0.5	-53
29	O=C(CSCc1cnn(-c2ccccc2)c1-n1cccc1)NCc1ccccn1	-0.5	0.9	14	0.1	-10
30	Cc1cc(NC(=O)COC(=O)COc2cccc3c2OC(C)(C)C3)no1	0.3	1.3	1	0.8	-15
31	Cc1nc2ccccn2c1C(=O)NC1CCCCC1	0.4	1.1	-17	1.7	3
32	CCNc1nc(OC)nc(SCC(=O)Nc2ccccc2)n1	0.9	1.2	-18	2.3	-4

no.	PERK inhibitor	Ba/F3 V617F tox	EP2 mod	BaF3 parental
25	0.2	-6	-17	2
26	-0.3	-4	14	0
27	-1.6	4	-9	1
28	-0.3	-3	42	4
29	-0.2	-1	20	3
30	1.0	0	44	5
31	-0.1	0	-18	0
32	0.8	0	7	2

New compounds follow.
no.	Structure	TRPML3 agonist	TRPN1 ag	S1P4 antag	S1P4 agonist	Calpain2 inh
33	C=CCn1c(CSc2nc3ccccc3s2)nnc1SCC(=O)NCCN1CCOCC1	0.5	2.2	-14	-0.8	-24
34	CCOc1ccccc1NC(=O)Cn1nnc(C(=O)Nc2ccccc2Cl)c1N	-0.3	1.5	-11	2.2	20
35	CC(C)CC(=O)NN(C)c1nc(-c2ccccc2)nnc1C(F)(F)F	0.4	0.4	1	-1.7	26
36	Cc1cc(C)cc(N(CCC(=O)O)S(=O)(=O)c2ccc3ccccc3c2)c1	0.2	0.4	-18	0.1	-28
37	CCc1nc2c(cnn2-c2ccc(Cl)cc2)c(=O)n1-c1ccc(OC)cc1	0.2	1.1	16	1.9	-15
38	O=C(N/N=C\c1ccc(OC(=O)c2ccco2)cc1)c1ccc(Cl)cc1	-0.1	0.3	1	0.0	16
39	CSc1ccc(CCNC(=O)C2CCN(c3nnc(-n4cccc4)s3)CC2)cc1	0.9	1.8	-12	-0.4	-97
40	CCCCCSc1nc2c(c(=O)[nH]c(=O)n2C)n1CC	-0.7	-1.9	-10	0.8	.

no.	PERK inhibitor	Ba/F3 V617F tox	EP2 mod	BaF3 parental
33	0.3	1	27	4
34	-1.8	1	19	6
35	1.1	-1	13	3
36	0.6	-2	14	3
37	0.2	0	81*	5
38	-0.1	-1	-11	3
39	-0.1	-3	-12	6
40	0.2	5	.	8

Later entries.
no.	Structure	TRPML3 agonist	TRPN1 ag	S1P4 antag	S1P4 agonist	Calpain2 inh
41	N=C1S/C(=C\c2cccc3ccccc23)C(=O)N1c1ccc(F)cc1	0.9	0.3	-9	-1.2	-36
42	O=C(CN(c1ccccc1F)S(=O)(=O)c1ccccc1)Nc1ccccc1C(=O)N1CCOCC1	1.2	-1.5	3	0.0	4
43	CN1CCC(=C2c3ccccc3C=Cc3ccccc32)CC1	0.9	2.1	-6	2.1	23
44	COc1ccc(/C=C(\CC(=O)O)c2nc3ccccc3o2)cc1	1.0	2.4	-18	-1.1	-3
45	CCc1nccn1S(=O)(=O)c1cc(OC)c(Cl)cc1OC	-0.2	-1.3	-11	-0.6	18
46	COc1cc(C2CC(=O)N(CC(=O)NCc3ccco3)c3ccccc3S2)cc(OC)c1OC (configuration not stated)	0.6	0.3	-2	0.0	-15
47	CC(C)(C)NC(=O)C(c1ccc(F)cc1)N(Cc1ccco1)C(=O)c1csnn1 (configuration not stated)	-0.4	0.3	-19	2.2	-23
48	CCOc1ccccc1-n1c(SCC(=O)NC2CCCC2)nnc1-c1ccoc1C	-0.6	-0.8	-11	-0.7	16

no.	PERK inhibitor	Ba/F3 V617F tox	EP2 mod	BaF3 parental
41	0.4	0	-18	7
42	1.4	0	3	9
43	-1.5	-3	6&4	5
44	1.2	0	26	4
45	-0.5	5	27	3
46	-1.3	-4	5	-1
47	-1.2	1	15	1
48	-2.0	4	28	7

More structures:
no.	Structure	TRPML3 agonist	TRPN1 ag	S1P4 antag	S1P4 agonist	Calpain2 inh
49	CCOC(=O)C1CCCN(C(=O)c2cc(Nc3ccc(OC)cc3)nc3ccccc23)C1 (configuration not stated)	0.9	0.4	-7	-1.6	1
50	CCCCCC(=O)Nc1cc(N(C)C)nc2ccccc12	-1.6	-1.0	-5	1.2	.
51	Cc1ccc(S(=O)(=O)NCC(=O)N/N=C/c2ccc(Cl)cc2)cc1	-0.4	-2.6	-18	0.7	22
52	CCOC(=O)c1cc(NC(=O)N2CCOCC2)c(C)nc1C	0.1	0.0	-21	-3.0	5
53	CC(C)NC(=O)c1ccc(-n2nc(C(F)(F)F)c3c2CCCC3)cc1	0.8	0.7	-20	4.8	0
54	CC(/C=C1\SC(=S)N(CCC(=O)Nc2nc(C)cs2)C1=O)=C\c1ccccc1	0.8	0.3	-31	-0.4	-40
55	CC1CCCCN1CCNC(=O)c1cc2c(=O)n(C)c3ccccc3c2n1C (configuration not stated)	0.9	1.4	-11	-0.3	-52
56	COc1ccc(S(=O)(=O)Nc2cc([N+](=O)[O-])ccc2OC)cc1	1.6	1.2	-15	-0.6	0

no.	PERK inhibitor	Ba/F3 V617F tox	EP2 mod	BaF3 parental
49	-1.6	-2	12	4
50	-0.6	0	.	5
51	-0.3	-3	-75	5
52	1.0	-1	10	5
53	1.1	2	5	9
54	0.1	0	-12	-3
55	0.2	1	9	7
56	1.2	1	22	7

The list goes on:
no.	Structure	TRPML3 agonist	TRPN1 ag	S1P4 antag	S1P4 agonist	Calpain2 inh
57	Cc1nc(-c2cccnc2)sc1C(=O)Nc1ccc(Cl)cc1	0.0	1.6	-17	0.3	-32
58	Cc1cc(=O)oc2cc(OCC(=O)OC(C)C(=O)NC3CCCC3)ccc12 (configuration not stated)	0.4	0.5	-9	0.4	-54
59	CCOC(=O)C1C(=O)CC(C)(O)C(C(=O)OCC)C1c1ccc(N(CC)CC)cc1 (configuration not stated)	0.1	-0.8	20	1.2	14
60	Cc1cc(C(=O)NN)c(C)o1	0.8	0.1	-7	-0.4	-4
61	Cn1cnc([N+](=O)[O-])c1S(=O)(=O)c1cccc(Cl)c1	-0.2	0.4	48*	4.0	26

no.	PERK inhibitor	Ba/F3 V617F tox	EP2 mod	BaF3 parental
57	-0.3	1	-23	2
58	0.7	3	-15	5
59	-0.5	-1	22	4
60	1.5	-2	18	-1
61	-0.1	86*	-34	102*

Some entries already given, limited to TRPN1 ag and PERK inhibitor.
entry | smiles | TRPN1 ag | PERK inhibitor
58 | Cc1cc(=O)oc2cc(OCC(=O)OC(C)C(=O)NC3CCCC3)ccc12 (configuration not stated) | 0.5 | 0.7
59 | CCOC(=O)C1C(=O)CC(C)(O)C(C(=O)OCC)C1c1ccc(N(CC)CC)cc1 (configuration not stated) | -0.8 | -0.5

Screening data from PubChem BioAssay.

Rows are unselected; any-hit rate near 3.6%.
